# High-throughput results from PubChem BioAssay.
# MEKK2 WT-MEK5 = raises or lowers MEK5 binding to wildtype human MEKK2 PB1 domain; Q9Y2U5; bead flow cytometry, Alexa488-MEK5 binding to MEKK2 WT; actives lie on both sides; binding response (% of control), % at 10 µM; actives 1.1% (n = 290,000); AID 1531; in the data active = binding response below about 67% or above about 130%; inconclusive = no clear call, values can overlap the other calls; inactive = in between
# SUMO HTRF inh = blocks human SUMOylation mediated by UBC9; HTRF SUMOylation assay, SAE1/SAE2 + UBC9, in vitro; inhibition, % at 35 µM; actives 0.36% (n = 290,000); AID 2006; in the data active = inhibition above about 50%, passing the limit was not always enough; inconclusive = no clear call, values can overlap the other calls; also: strong numbers were not always called active
# Target sequence (P63279 whole entry, looked up): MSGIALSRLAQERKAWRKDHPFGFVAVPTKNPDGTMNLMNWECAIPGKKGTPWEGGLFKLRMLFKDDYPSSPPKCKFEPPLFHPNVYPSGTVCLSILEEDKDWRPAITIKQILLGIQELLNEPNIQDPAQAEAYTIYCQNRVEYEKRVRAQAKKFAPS
# CRFR2-BP ag = CRF-BP/CRF-R2 complex agonism; HEK293 CRF-R2/CRF-BP, calcium dye fluorescence (FLIPR); percent of saturating CRF peptide response; activation, % at 13.2 µM; actives 0.46% (n = 350,000);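 active = activation of at least 50%, plus an integration ratio under a set limit after plate pattern correction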;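 also: plate controls were neutral control wells without compound for no effect and CRF at EC100 for full effect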
# DNA FID counter = displaces DNA intercalator in HCV helicase counter-screen | DNA fluorescent intercalator displacement, fluorescence | inhibition, % at 7.9 µM | actives 0.17% (n = 290,000) | AID 1845; in the data active = inhibition above about 37%;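 also: 0% = vehicle and 100% = reference compound; higher means more ethidium bromide displaced from hairpin DNA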
# HCV NS3 hel inh = blocks Hepatitis C virus NS3 helicase unwinding; actives 0.56% (n = 290,000); inhibition, % at 10.9 µM; NS3 helicase DNA unwinding, Cy5 molecular beacon fluorescence; AID 1800;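 active = inhibition above the mean of all tested compounds plus 3 SD, set per campaign, cut at about 35% in these data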;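 also: 0% = DMSO wells and 100% = thioflavine S control wells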
#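 assay system = NS3 helicase fragment of HCV | buffer or medium = MOPS pH 6.5, MgCl2, DTT, Tween20, BSA | timing = 60 min unwinding reaction at 25 °C after ATP addition | signal = Cy5 beacon fluorescence read at start and 1 h | read-out basis = % inhibition of unwinding | control set = low DMSO, high thioflavine S at 110 µM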
# MEKK3 PB1 HTS = raises or lowers MEK5 binding to the human MEKK3 PB1 domain; Q99759; bead-based flow cytometry, Alexa488-MEK5 binding to MEKK3; actives lie on both sides; 0 = blocked by unlabeled MEK5, 100 = vehicle; binding response (% of control), % at 10 µM; actives 1.4% (n = 290,000); AID 1529;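 active = binding response more than 3 SD above or below the average of its plate-row segment, actives on both sides; inconclusive = wells at one plate position flagged as instrument error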;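 also: Alexa488 bead fluorescence after subtracting the streptavidin-only scavenger bead signal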
# Target sequence (Q99759 whole entry, looked up, the tested form may be a part): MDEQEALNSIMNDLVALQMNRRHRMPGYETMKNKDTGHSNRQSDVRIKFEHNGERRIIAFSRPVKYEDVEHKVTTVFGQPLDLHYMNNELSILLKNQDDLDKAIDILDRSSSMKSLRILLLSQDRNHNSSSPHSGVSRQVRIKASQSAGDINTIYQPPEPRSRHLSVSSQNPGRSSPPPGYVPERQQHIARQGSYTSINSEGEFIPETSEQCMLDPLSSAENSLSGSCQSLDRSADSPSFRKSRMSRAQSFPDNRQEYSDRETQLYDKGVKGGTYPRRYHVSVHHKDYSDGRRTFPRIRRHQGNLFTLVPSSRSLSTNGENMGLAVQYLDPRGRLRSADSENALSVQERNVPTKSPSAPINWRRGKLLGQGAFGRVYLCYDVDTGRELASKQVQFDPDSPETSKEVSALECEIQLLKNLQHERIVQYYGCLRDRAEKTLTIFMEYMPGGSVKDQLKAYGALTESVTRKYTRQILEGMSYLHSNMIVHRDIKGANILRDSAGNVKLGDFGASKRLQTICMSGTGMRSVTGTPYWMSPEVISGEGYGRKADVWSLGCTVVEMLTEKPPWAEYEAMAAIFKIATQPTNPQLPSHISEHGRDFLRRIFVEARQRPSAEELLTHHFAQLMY
# GalR3 antagonist = blocks the human galanin receptor 3 | actives 0.44% (n = 360,000) | inhibition, % at 3 µM | O60755 | AID 651719 | HEK293 GalR3-CNG cAMP membrane potential fluorescence; galR3 body fused to GalR1 C-terminus;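 active = inhibition above the screen-wide average plus 3 SD, cut at about 13% in these data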;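 also: forskolin and galanin both at EC90 stimulate the cells; cAMP rise reported by CNG channel membrane potential dye signal; 0% = forskolin plus galanin with DMSO and 100% = forskolin alone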
# Target sequence (O60755 1-299 limits assumed): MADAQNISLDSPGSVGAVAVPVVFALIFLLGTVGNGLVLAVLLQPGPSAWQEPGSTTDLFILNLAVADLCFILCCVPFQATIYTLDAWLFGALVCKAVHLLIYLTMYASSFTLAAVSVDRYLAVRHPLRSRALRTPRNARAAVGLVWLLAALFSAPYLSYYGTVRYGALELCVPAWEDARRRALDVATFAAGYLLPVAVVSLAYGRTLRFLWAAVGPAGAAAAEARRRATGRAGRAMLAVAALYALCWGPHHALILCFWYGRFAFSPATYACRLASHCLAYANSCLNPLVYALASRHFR
# CRFBP-R2 block = blocks CRF-induced signaling of the CRF-BP/CRF-R2 complex. HEK293 CRF-R2/CRF-BP, CRF-induced calcium fluorescence. inhibition, % at 11.8 µM. actives 0.59% (n = 350,000);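 active = inhibition of the ligand-induced calcium signal above about 50% at the single tested concentration, limit read from the data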
# MEKK2mut PB1 HTS = signal of MEK5 binding to mutant human MEKK2 PB1 domain | bead flow cytometry, Alexa488-MEK5 binding to MEKK2 mutant | percent response, % at 10 µM | actives 0.35% (n = 290,000); in the data active = percent response above about 24%, passing the limit was not always enough; also: inactives centre near 1; some results filed as inactive read as strong as hits
# * hit, by the source's call; ? = inconclusive; nt = no result given; & = joins results of further samples.
SMILES,MEKK2 WT-MEK5,SUMO HTRF inh,CRFR2-BP ag,DNA FID counter,HCV NS3 hel inh,MEKK3 PB1 HTS,GalR3 antagonist,CRFBP-R2 block,MEKK2mut PB1 HTS
C=Cn1cc[n+](CC(=O)c2cccs2)c1,112,4,-1.0,-5,1,108,-7,-3,4
Cc1nn(-c2ccccn2)c2c1-c1nc(N)ncc1CC2,111,-2,-0.6,-3,-4,106,-3,-3,5
C=CCNC(=O)c1ccc(OC2CCN(S(=O)(=O)N(C)C)CC2)cc1,89,13,1.0,-5,-4,86,-5,-1,-7
CN(/N=C/c1cccnc1)c1cnc2ccccc2n1,101,17,-1.8,-2,1,99,6,-14,0
COc1ccc(C=O)cc1COc1ccc(F)cc1F,102,18,0.5,-3,2,99,-6,-1,2
COc1ccc(Cc2nn3c(-c4cc(OC)c(OC)c(OC)c4)nnc3s2)cc1,100,2,0.1,-32,-9,100,1,0,0
CSc1ccccc1C(=O)NC(C)c1ccc(-n2ccnc2)cc1 (stereo not drawn),97,13,-0.9,-5,-3,94,-5,5,-1
COc1ccccc1-c1cc(-c2ccccc2)nc(SC(C(N)=O)c2ccccc2)c1C#N (stereo not drawn),93,41,8.0,2,6,90,-3,8,-4
COc1ccc(CNC(=S)NCc2ccc(OC)cc2)cc1,104,-8,-6.4,-3,-5,107,-6,18,1
Cc1[nH]nc(-c2ccc(O)c(C)c2O)c1Oc1ccccc1,93,-9,-0.7,0,-5,101,-4,14,-3
c1cnc(N2CCN(c3ccc4ccccc4n3)CC2)nc1,98,8,-0.4,-7,9,97,-4,15,-7
COCC(=O)Nc1nc(-c2ccc(C)cc2)c(C)s1,106,6,-1.4,-20,7,97,-2,-22,3
Cc1ccc(N(Cc2cc(=O)[nH]c3ccccc23)C(=O)C(C)C)c(C)c1,104,7,-3.1,-36,-1,102,-8,-4,8
CN(C)/C(=N\S(=O)(=O)c1ccc(Br)cc1)c1ccccc1,105,1,2.8,-17,0,105,1,-1,5
COc1ccc(S(=O)(=O)Nc2ccc3c(c2)OCO3)cc1,101,-8,0.2,-8,0,101,-8,1,-4
O=C(c1cc2c(s1)-c1ccccc1S(=O)(=O)C2)N1CCCC1,99,4,-0.3,-6,8,98,4,-10,-13
CCCNC(=O)Cn1c(-c2ccc(F)cc2)cc(C(=O)OCC)c1C,74,25,0.0,-6,1,78,-6,15,-13
N#CCC(=O)N/N=C\c1ccccc1OC/C=C/c1ccccc1,96,-13,0.8,-32,20,103,-3,-4,4
COc1ccc(/C=N/NC(=O)c2cccnc2)cc1O,107,-4,-1.3,-4,9,107,-3,26,5
CC(C)Oc1ccc(C(=O)Nc2ccc(C(F)(F)F)n(C)c2=O)cc1,95,-13,2.8,2,-10,94,-3,-3,-2
Cc1ccc(NC(=O)C2CCN(S(=O)(=O)c3ccc4c(c3)CCCC(=O)N4)CC2)c(Br)c1,106,4,0.1,-36,9,100,-4,-5,4
COc1cccc(CCC(=O)N(C)C2CCCN(Cc3ccccc3F)C2)c1 (stereo not drawn),111,-16,5.1,-11,0,105,-3,-12,4
O=C(N/N=C/c1ccccn1)c1cc(C2CC2)[nH]n1,103,4,-3.1,-4,-3,105,-3,-14,1
Cc1cc(Cl)c2oc(C(=O)NC3CCC(O)CC3)c(C)c2c1 (stereo not drawn),101,4,-2.8,-35,-26,101,-3,-11,1
Nc1nc(Cl)cc(N2CCC(c3cc(-c4ccc(Cl)cc4)n[nH]3)CC2)n1,106,-40,1.0,-23,-37,105,-10,-31,6
COC(=O)c1ccc(COC(=O)CCc2nc(-c3ccccc3)c(-c3ccccc3)o2)cc1,108,-11,10,-16,-5,102,-9,41,3
C=CCn1cccc(C(=O)Nc2cc(OC)c(OC)c(OC)c2)c1=O,93,5,-0.7,-29,2,99,0,12,-1
Cc1cccc(NC(=S)N(Cc2cccs2)Cc2cc3cc(C)cc(C)c3[nH]c2=O)c1,101,-33,-0.6,-3,-4,103,-3,-2,0
O=C(Nc1ccccc1)c1ccc(Br)c(S(=O)(=O)Nc2cccnc2)c1,98,8,-2.4,4,-6,115,6,22,-1
CCC1CCCCN1CCNC(=O)c1[nH]c(C)c(C(C)=O)c1C (stereo not drawn),103,8,0.1,1,0,100,-3,4,8
Cc1cccc(Nc2nc3ccccc3s2)c1C,103,-8,45,-9,-5,93,-2,-164,-1
CC(=O)c1ccc(Nc2cc(C)nc3nc(C)nn23)cc1,88,3,-0.1,-3,-1,90,3,-8,-7
CCOc1ncccc1C(=O)Nc1ccc2c(c1)OCO2,99,1,-4.8,-6,-2,99,5,36,0
CCOC(=O)c1ccc2[nH]c3c(c2c1)CN(C)CC3,129,9,-0.5,10,2,105,nt,-22,24*
COc1ccc(CNC(=O)c2cc(-c3ccco3)on2)cc1,105,20,1.8,-4,-1,104,-5,15,4
COC(=O)CNC(=O)/C=C/c1ccc(OC)cc1,107,-15,1.0,-2,-3,107,nt,5,6

# Full records from above.
# COC(=O)c1ccc(COC(=O)CCc2nc(-c3ccccc3)c(-c3ccccc3)o2)cc1 is entered as MEKK2 WT-MEK5: 108; SUMO HTRF inh: -11; CRFR2-BP ag: 10; DNA FID counter: -16; HCV NS3 hel inh: -5; MEKK3 PB1 HTS: 102; GalR3 antagonist: -9; CRFBP-R2 block: 41; MEKK2mut PB1 HTS: 3
# Cc1cccc(Nc2nc3ccccc3s2)c1C is entered as MEKK2 WT-MEK5: 103; SUMO HTRF inh: -8; CRFR2-BP ag: 45; DNA FID counter: -9; HCV NS3 hel inh: -5; MEKK3 PB1 HTS: 93; GalR3 antagonist: -2; CRFBP-R2 block: -164; MEKK2mut PB1 HTS: -1

# More compounds follow.
SMILES,MEKK2 WT-MEK5,SUMO HTRF inh,CRFR2-BP ag,DNA FID counter,HCV NS3 hel inh,MEKK3 PB1 HTS,GalR3 antagonist,CRFBP-R2 block,MEKK2mut PB1 HTS
CCCC(=O)Nc1cccc(-c2cn3ccsc3n2)c1,103,-25,4.9,3,5,103,-1,6,2
CCCCn1c(N)c(N(CC)C(=O)CSCc2c(C)noc2C)c(=O)[nH]c1=O,105,4,-0.4,-6,7,101,0,11,3
COc1ccc(C)cc1NC(=O)c1nc2nc(C)cc(C)n2n1,nt,nt,-3.2,1,-5,nt,-3,1,nt
Cc1onc(-c2ccccc2)c1C(=O)Nc1cccc(OC(C)C)c1,97,4,-1.4,-15,-3,97,-3,33,1
COc1cc(/C=N/n2c(C3CCCCC3)n[nH]c2=S)ccc1O,101,-9,-3.4,-36,-11,100,-12,-1,1
CCC(C)C(=O)Nc1cc(C(=O)OC)ccc1C(=O)OC (stereo not drawn),?,0,-1.0,-9,1,?,nt,-6,-11
CCCSc1nnc(-c2ccccc2NC(=O)CC)c(=O)[nH]1,103,6,-0.9,-2,4,100,-5,0,0
COc1ccccc1/C=C\C(=O)NCC(=O)N/N=C/c1cccc(OC)c1O,105,19,0.1,-30,-11,102,-6,-6,4
CCCCCCC1CCC(C(=O)Nn2c(C)nc3ccccc3c2=O)CC1 (stereo not drawn),104,3,-0.1,-3,-7,109,0,-34,4
Cc1ccccc1N/C(=N/S(=O)(=O)c1cc(F)ccc1F)c1ccccc1,102,10,-0.2,-25,6,102,0,7,3
NC(=O)C1CCN(C(=O)C23CC4CC(CC(C4)C2)C3)CC1,104,5,-0.4,-7,2,101,-1,-16,3
O=C(CSc1nc(-c2ccco2)cc(C(F)(F)F)n1)NCCc1ccccc1,99,4,-1.3,-29,10,103,-4,0,0
CCOC(=O)C1CCCN(C(=O)CN2C(=O)/C(=C/c3ccc(OC)cc3)Oc3ccccc32)C1 (stereo not drawn),99,34,2.5,-3,-3,99,-2,28,-2
O=C(CSc1nnc(Nc2ccccc2)s1)Nc1cccnc1Cl,131,-14,0.2,-9,4,99,-3,2,19
CCCCc1ccc(S(=O)(=O)N2CCN(C(=O)c3ccco3)CC2)cc1,106,-13,-3.1,-23,2,105,-4,18,4
CCNc1nc(NCC)nc(C(=O)OCCO)n1,109,9,-0.9,1,5,114,-3,8,13
O=C(Nc1cccc(C(=O)O)c1)/C(=C\c1ccc(F)cc1)NC(=O)c1ccco1,95,8,1.1,-6,3,102,-8,7,-4
COC(=O)C1=C(N)N(c2ccccc2C(F)(F)F)C2=C(C(=O)CCC2)C1c1ccc2c(c1)OCO2 (stereo not drawn),105,1,-1.6,-8,-8,107,-5,3,4
Cc1cn(-c2cc(C(=O)Nc3ccc(C)c(NC(=O)C(=O)c4c[nH]c5ccccc45)c3)cc(C(F)(F)F)c2)cn1,83,15,0.4&-0.6,nt,nt,95,-2&-4,-13&2,0
Nc1cc(N)nc(CS)n1,99,18,0.2,-4,2,107,-5,-11,6
COc1ccc(N=C2SC(CC(=O)Nc3ccccc3)C(=O)N2CC2CCCO2)cc1 (stereo not drawn),109,8,2.1,-28,-20,106,-5,-8,8
CCN(CC)C(=O)CSc1nnc(-c2ccco2)o1,108,15,0.1,-2,-4,96,-2,11,8
Cc1ccc(SCC(=O)c2ccc[nH]2)cc1,111,9,1.9,-1,1,109,-8,-7,-2
CCOc1cccc2cc(C(=O)N3CCc4ccccc43)c(=O)oc12,5.0*,2,-0.3,-12,0,100,-5,-56,8
CCCNc1c(N)n(-c2ccccc2)c(=O)[nH]c1=O,108,-3,-0.5,-3,2,104,-5,-11,5
N#CCC(=O)Nc1ccc(C(=O)OCC(=O)NCCCc2ccccc2)cc1,106,5,0.5,-14,9,103,-8,14,5
NS(=O)(=O)c1ccc(CNC(=O)/C=C/c2ccc(Cl)c(Cl)c2)cc1,101,1,-2.4,-2,-5,100,-3,19,9
COc1ccc(CCNC(=O)C2CC(c3ccccc3C(F)(F)F)=NO2)cc1 (stereo not drawn),95,-2,-0.6,nt,nt,86,-3,13,-3
COc1cccc(C(=O)N/N=C(\C)CC(=O)Nc2ccc(N(C)C)cc2)c1,106,-1,-0.2,-14,3,102,-10,-6,4
CCN(CC)CC(=O)Nc1ccccc1SCC(=O)Nc1ccsc1C(=O)OC,101,7,-0.5,2,-10,98,-9,4,-6
Cc1ccc(Cn2nc(C)c(NC(=O)C3CC3)c2C)cc1,91,4,-0.4,-2,-7,99,-3,-1,1
O=C(COC(=O)C1CCCCC1)Nc1ccc(N2CCCCC2)cc1,150*,8,0.6,-10,-52,102,-2,9,47*
Cn1cnc2cc(NCc3ccccc3O)ccc21,105,6,0.0,-4,9,106,-4,3,15
CC(C)(C)c1ccc(NC(=O)COC(=O)c2ccc(NS(=O)(=O)c3ccc(F)c(F)c3)cc2)cc1,82,-23,-2.0,-12,9,96,-5,-13,4
CCOc1cc(C(N)=O)cc(Cl)c1OCC,86,2,-0.2,-2,6,88,-6,-7,-4
CC(C)n1c(N)c(C#N)c2ccc([N+](=O)[O-])cc2c1=O,97,18,-1.6,0,12,89,-2,-7,-11
Cc1cccc(N/C(N)=N/c2nc(C(F)(F)F)cc(=O)[nH]2)c1C,108,15,-0.9,-5,-5,106,0,2,1
CCOC(=O)c1ccc2c(c1)nc(C)n2CC,103,nt,-3.1,-2,2,98,-2,-7,2
Cc1cc(C)cc(Oc2nc(C(F)(F)F)nc3ccccc23)c1,105,-3,3.0,4,8,104,-3,1,4

# This is a subset; the hit share may differ from the screen's.
